Screens (PubChem)
PV pol inh – poliovirus RdRp elongation inhibitors, primary screen, biochemical, fluorescence polarization, total intensity; Genome polyprotein (Poliovirus type 1 (strain Mahoney)), P03300; poliovirus polymerase elongation; stronger effect = lower value; % elongation, % (compound at 16.7 µg/mL); hit rate 0.66% among 150,000; AID 588519, 2011; in the data active means % elongation below about 90%; further: some results filed as inactive read as strong as hits
Target sequence (P03300 1749-2209 limits assumed): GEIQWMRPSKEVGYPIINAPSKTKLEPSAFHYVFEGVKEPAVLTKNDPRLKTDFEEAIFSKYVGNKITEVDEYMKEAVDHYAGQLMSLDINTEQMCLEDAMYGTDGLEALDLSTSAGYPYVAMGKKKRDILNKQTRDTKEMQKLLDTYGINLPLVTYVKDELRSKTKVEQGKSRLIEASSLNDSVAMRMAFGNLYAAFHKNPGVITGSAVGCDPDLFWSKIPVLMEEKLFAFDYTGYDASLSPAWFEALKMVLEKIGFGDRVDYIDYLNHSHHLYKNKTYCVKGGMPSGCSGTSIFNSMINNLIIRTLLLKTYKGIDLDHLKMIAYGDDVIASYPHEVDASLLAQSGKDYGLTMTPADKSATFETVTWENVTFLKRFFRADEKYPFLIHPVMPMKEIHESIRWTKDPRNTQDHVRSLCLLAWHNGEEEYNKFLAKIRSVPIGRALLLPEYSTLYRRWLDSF
PV pol inh FP z-score – also measured in PV pol inh; calls as there; z-score; measured here: FP z-score; hits read low
* hit, by the source's call; & = joins results of further samples. The list is partial. The share of hits here may be higher or lower than overall.

Sequence of screens – PV pol inh	PV pol inh FP z-score
> O=C(CC1(C(F)(F)F)OCCO1)Nc1ccc(S(=O)(=O)Nc2ncccn2)cc1
→ 100.0	-0.1
> COc1cc(C#N)ccc1OC(=O)CC1CC2CCC1C2 (configuration not stated)
→ 105.0	0.2
> c1ccc(C2=NNC(=NC3CC3)SC2)cc1
→ 100.0	-0.2
> CCc1ccc(CN2CCN(CC)CC2)cc1
→ 102.0	0.4
> CCOC(=O)Nc1ccc(S(N)(=O)=O)cc1
→ 98.0	-0.5
> O=C(Cn1c(C(F)(F)F)nc2ccccc21)NCCN1CCOCC1
→ 100.0	-0.5
> NC(=O)COc1cccc2cccnc12
→ 104.0	0.5
> O=C(N=Nc1c(O)[nH]c2ccccc12)c1cccc(S(=O)(=O)N2CCCCC2)c1
→ 101.0	-0.4
> CNC(=S)N1N=C(c2ccccc2)CC1c1cc2ccc(C)cc2nc1Cl (configuration not stated)
→ 105.0	1.1
> CNC(=S)Nc1ccc(S(N)(=O)=O)cc1
→ 103.0	1.5
> C=CCn1c(=O)c2ccccc2n2c(SCC(=O)NC3CCS(=O)(=O)C3)nnc12 (configuration not stated)
→ 104.0	0.2
> O=C(COCc1cc(-c2ccc(F)cc2)on1)N1CCCC1
→ 101.0	0.1
> Cc1ccc(CSc2ncccc2C(=O)O)cc1
→ 112.0	0.5
> O=C(CSCCc1ccccn1)Nc1cccnc1
→ 101.0	-0.5
> O=C(CCSCc1cnn(-c2ccccc2)c1-n1cccc1)NCC1COCCO1 (configuration not stated)
→ 101.0	-0.4
> O=C1NCC(=Nc2ccccc2)C(=O)N1
→ 104.0	0.5
> CCOCCc1nnc(NC(=O)C(=O)c2cc(C)n(-c3ccc(C)cc3C)c2C)s1
→ 110.0	0.1
> Cc1ccc(CNC2=CC(=O)CC(C)(C)C2)cc1
→ 102.0	0
> O=S1(=O)CC(O)C(S(=O)(=O)c2ccc(Cl)cc2)C1 (configuration not stated)
→ 102.0	-0.1
> CCOC(=O)C1=C(SCC(=O)Nc2ccccc2)NC(=O)C(C#N)C12CCCCC2 (configuration not stated)
→ 107.0	0.4
> COC(=O)c1c(NC(C)=O)c2c(C)c(C)sc2n1Cc1nc(-c2cccs2)oc1C
→ 100.0	-0.3
> Cc1ccc(NC(=O)CNC2CCCCC2)cc1Cl
→ 101.0	-0.1
> O=C(COC(=O)c1ccc(O)cc1)Nc1ccc(N2CCCCC2)cc1
→ 104.0	0.1
> Cc1ccc(CN2CCC(CNC(=O)c3cnn(-c4ccc(C)cc4)c3C3CCN(C(=O)OC(C)(C)C)CC3)CC2)cc1
→ 106.0	-0.1
> Nn1c(=O)[nH]c2sc3c(c2c1=O)CCCC3
→ 100.0	0
> CCOc1ccc(S(=O)(=O)N(CC(=O)N2CCCc3ccccc32)Cc2ccco2)cc1
→ 102.0	-0.1
> Cc1ccc(NC(=S)NCC2CCN(C(C)c3ccccc3)C2)cc1 (configuration not stated)
→ 103.0	0.8
> O=C(Nc1ccccc1Cl)c1cc(S(=O)(=O)N2CCC3(CC2)OCCO3)ccc1F
→ 106.0	-0.4
> COc1ccc(N2CCN(C(=O)c3oc4ccccc4c3NC(=O)c3ccccc3OC)CC2)cc1
→ 113.0	1.5
> CSC(NCc1ccc(Cl)cc1Cl)=C(C#N)C#N
→ 104.0	-0.1
> COC(=O)c1ccc(NC(=O)CSc2nc3c(c(=O)n(C)c(=O)n3C)n2Cc2ccccc2)cc1
→ 98.0	-1.8
> O=C(c1cccs1)c1cnc2ncccn12
→ 104.0	0.7
> O=C(CSc1nncn2c1cc1occc12)Nc1ccc(F)c(Cl)c1
→ 112.0	0.9
> Nc1c(C(=O)Nc2ccc(F)c(F)c2)sc2nc(-c3ccncc3)ccc12
→ 116.0	0.8
> CC1CCCCN1c1ccc(NC(=O)c2cccnc2)cc1 (configuration not stated)
→ 104.0	0.7
> COc1ccc(NC(=S)Nc2ccc(S(=O)(=O)N3CCOCC3)cc2)cn1
→ 102.0	1
> CC1Cc2ccccc2N1C(=O)CCS(=O)(=O)c1ccc2c(c1)CCN2C(=O)C1CC1 (configuration not stated)
→ 102.0	0.7
> Cc1ncoc1C(=O)Nc1ccccc1C(F)(F)F
→ 102.0	0.1
> CCn1nc(C)c(Br)c1-c1nc(-c2cccc(C)c2)no1
→ 103.0	0.3
> CC(C)OC(=O)C(Cc1ccccc1)N1COc2ccc3c4c(c(=O)oc3c2C1)CCC4 (configuration not stated)
→ 99.0	-0.4
> O=C(NCc1cccnc1)NC1(c2ccccc2)CC1
→ 100.0	-0.2
> COc1cc2ncnc(NNC(=O)c3ccco3)c2cc1OC
→ 102.0	0.2
> c1nc(NCCc2ccc3c(c2)OCCO3)c2ccsc2n1
→ 134.0	2.8
> CCOc1ccc(NC(=O)CC2C(=O)N(c3ccccc3)C(=O)N2C2CCCC2)cc1 (configuration not stated)
→ 112.0	0.9
> COC(OC)C1(C)NC(=O)c2ccccc2N1 (configuration not stated)
→ 102.0	0.1

Fetched by compound from the entries so far, 7 records:
Sequence of screens – PV pol inh	PV pol inh FP z-score
> O=C1NCC(=Nc2ccccc2)C(=O)N1
→ 104.0	0.5
> CSC(NCc1ccc(Cl)cc1Cl)=C(C#N)C#N
→ 104.0	-0.1
> O=C(NCc1cccnc1)NC1(c2ccccc2)CC1
→ 100.0	-0.2
> O=C(c1cccs1)c1cnc2ncccn12
→ 104.0	0.7
> CCn1nc(C)c(Br)c1-c1nc(-c2cccc(C)c2)no1
→ 103.0	0.3
> CC1CCCCN1c1ccc(NC(=O)c2cccnc2)cc1 (configuration not stated)
→ 104.0	0.7
> NC(=O)COc1cccc2cccnc12
→ 104.0	0.5

(list continues)
Sequence of screens – PV pol inh	PV pol inh FP z-score
> CN1C(=O)/C(=N\OC(=O)c2cccc(F)c2)c2ccccc21
→ 101.0	-0.3
> COC(=O)c1sccc1S(=O)(=O)N(CC(=O)NCc1ccccc1)c1ccc(C)cc1
→ 105.0	-0.2
> Cc1cc(C)cc(-n2ccn3c(CCC(=O)O)nnc3c2=O)c1
→ 98.0	-0.5
> Cn1c(=O)n(C)c2cc(N3CCCCC3)c(NC(=O)c3ccc(Cl)cc3)cc21
→ 96.0	-2.6
> CN(CCc1ccccn1)C(=O)c1nn2c(C(F)(F)F)cc(-c3ccco3)nc2c1Cl
→ 103.0	0.4
> CCN1C(=O)N(CC)C2NC(=O)NC21 (configuration not stated)
→ 102.0	0.1
> CCOCCn1c(=NC(=O)C(C)C)sc2cc(C)ccc21
→ 104.0	0.6
> O=C(O)C1(S(=O)(=O)c2ccc(Cl)cc2)CCCC1
→ 107.0	0.4
> C=Cc1c(C)c2cc3[nH]c(cc4nc(cc5nc(cc1[nH]2)C(C)=C5CCC(=O)O)C(CCC(=O)O)=C4C)c(C)c3C=C
→ 99.0	-0.2
> COC(=O)Nc1c(-c2ccccc2)nc2ccc(C)cn12
→ 105.0	1
> CCOC(=O)c1ccc(NC(=O)Cn2c(=O)cc(C)c3c(C)nn(-c4cccc(F)c4)c32)cc1
→ 111.0	1.3
> COc1cccc(-c2nnc(SCN3C(=O)c4ccccc4C3=O)n2Cc2ccco2)c1
→ 108.0	0.5
> CN(CC(=O)O)Cc1nc2ccccc2[nH]1
→ 99.0	-0.5
> CCCCn1c(CCC(=O)O)ccc1-c1cccs1
→ 103.0	0.1
> CCOc1ccc(-c2nnc(SCC(=O)c3ccccc3)n2-c2ccccc2)cc1
→ 105.0	0.3
> Cc1ccccc1-c1noc(C(C)NC(=O)c2ccco2)n1 (configuration not stated)
→ 103.0	-0.7
> O=C(OCc1ccccc1)c1ccc2c(c1)OCO2
→ 103.0	0.6
> CCC(C)NC(=O)CSc1nnc(-c2ccc(C)c(C)c2)o1 (configuration not stated)
→ 105.0	0.3
> COc1ccc(C(=O)CSc2ncn(-c3ccccc3)n2)cc1OC
→ 102.0	0.2
> COc1ccc(-n2c(C)nc3cc(C(=O)N4CCC5(CC4)OCCO5)ccc32)cc1
→ 101.0	0.2
> COc1ccc(CNC(=O)CN2C(=O)COc3ccc(S(=O)(=O)Nc4ccccc4)cc32)cc1
→ 104.0	-0.9
> O=C1NC(c2ccccc2)=NC1(Nc1ccccn1)C(F)(F)F (configuration not stated)
→ 101.0	0.1
> CC(C)c1cc(C(C)C)c(S(=O)(=O)NCCO)c(C(C)C)c1
→ 101.0	0.3
> Cc1cc(C)cc(NC(=O)CCn2cnc3ccccc3c2=O)c1
→ 106.0	-0.3
> Clc1ncnc2sc3c(c12)CCCC3
→ 99.0	-0.6
> CCCCS(=O)(=O)Nc1ccc(C(=O)NCC2CCCO2)cc1 (configuration not stated)
→ 103.0	1.8
> O=C(NCc1ccco1)c1cc(-c2ccc(F)cc2)no1
→ 102.0	0.3
> O=C(/C=C/C=C/c1ccccc1)CC1(O)C(=O)Nc2ccc(Br)cc21 (configuration not stated)
→ 101.0	-0.2
> Cc1cc(C)cc(NC(=O)CN2C(=O)CN=C(c3ccccc3)c3cc(Cl)ccc32)c1
→ 104.0	-0.3
> COC(=O)c1ccc(OCC2c3cc(OC)c(OC)cc3CCN2C(=O)c2ccccc2C)cc1 (configuration not stated)
→ 108.0	0.1
> O=C(c1ccc(S(=O)(=O)NCc2ccco2)cc1)N1CCc2ccccc21
→ 106.0	0.4
> CCN(C(=S)NC(=O)c1ccco1)c1cccc2ccccc12
→ 102.0	-0.1
> N#CC1=C(SCc2ccccc2)NC2=C(C(=O)CCC2)C1c1ccc(Cl)cc1 (configuration not stated)
→ 104.0	0.5
> CCOc1cc(C(=O)OCc2nnc(-c3ccccc3)o2)ccc1OCC(=O)N1CCCCC1
→ 106.0	0.5
> O=C(NCCCN1CCOCC1)Nc1ccc(Cl)cc1
→ 101.0	0.5
> NC(=O)Cn1c(COC(=O)Cc2coc3ccc4ccccc4c23)nc2ccccc2c1=O
→ 113.0	1.1
> O=C(Nc1ccc(F)cc1)n1ncc2cc(Cl)ccc21
→ 102.0	-0.1
> Cc1ccc(C(C)C)c(OCC(=O)Nc2ccc(O)c(-c3nc4cc(Cl)ccc4o3)c2)c1
→ 103.0	0.1
> CCc1nnc(NC(=O)C(C)c2c(C)n[nH]c2C)s1 (configuration not stated)
→ 99.0	-1.6
> CCNc1nc(N)nc(Oc2ccc(OCC(=O)OC)nn2)n1
→ 104.0	-0.6
> CC1CCN(C(=O)C(C)Sc2nnc(Nc3ccccc3F)s2)CC1 (configuration not stated)
→ 105.0	0.2
> Cc1nn(-c2nc(-c3ccc(F)cc3)cc(C(F)(F)F)n2)c(C)c1Cl
→ 103.0	-0.4
> COc1ccc(N(CC(=O)Nc2cccc(Cl)c2)S(=O)(=O)c2c(C)[nH]c(=O)[nH]c2=O)cc1
→ 101.0	-1.1
> S=C(c1cccc(Oc2ccccc2)c1)N1CCOCC1
→ 101.0	0.3
> Cn1c2ccccc2c2cnn(CC(=O)O)c(=O)c21
→ 101.0	-1.3
> CCN(C(=O)C(C)Sc1ccc(S(=O)(=O)N2CCOCC2)cn1)c1ccccc1 (configuration not stated)
→ 102.0	-0.1
> O=C(Nc1ccccc1)c1cnc[nH]1
→ 101.0&102.0	-0.5&0.1
> NCCc1ccccc1F
→ 102.0	-0.3
> Cc1ccc(-c2nc(C(=O)Nc3cccc(C#N)c3)c3n2CCCCC3)cc1
→ 109.0	0.6
> COc1cc(Cl)c(C)cc1NC(=O)CCn1cnc2onc(-c3ccc(F)cc3)c2c1=O
→ 102.0	-0.1
> CC(C)(C)OC(=O)N1CCCN(C(=O)c2cccnc2Oc2ccc(Cl)cc2)CC1
→ 114.0	1.4
> O=C(NCC(=O)N1CCN(S(=O)(=O)/C=C/c2ccccc2)CC1)c1ccc(Br)o1
→ 104.0	0.4
> COC(=O)c1ccc2c(c1)N(CC(=O)Nc1ccc(C)c(C)c1)C(=O)c1ccccc1S2
→ 109.0	0.6
> Cc1c(-c2ccc(Cl)cc2)c(=O)oc2c(CN3CCN(C)CC3)c(O)ccc12
→ 109.0	0.4
> O=S(=O)(c1ccc(-c2ccno2)s1)N1CCN(c2ccncc2)CC1
→ 101.0	-0.2
> COc1ccc(Cn2nc(C)c(N)c2C)cc1OC
→ 102.0	0.2
> O=C1CC(C(=O)N2CCN(c3ccccc3)CC2)CN1Cc1ccco1 (configuration not stated)
→ 99.0	-0.6
> Cn1cc(CCC(=O)NCc2ccc(Cl)cc2)c2ccccc21
→ 104.0	-0.5
> Cc1cc(OC(=O)c2ccc(Br)cc2)no1
→ 101.0	-0.4
> O=C(O)c1ccccc1NCc1cccs1
→ 104.0	0.8

Other entries follow.
Sequence of screens – PV pol inh	PV pol inh FP z-score
> COCC(C)Nc1ncnc2sc3c(c12)CCC3 (configuration not stated)
→ 104.0	0.1
> Cc1cccc(OCc2nnc(SCC(=O)C34CC5CC(CC(C5)C3)C4)o2)c1
→ 102.0	-0.3
> C[C@H](NS(=O)(=O)/C=C/c1ccccc1)C(=O)OC1CCOC1=O (some centres not stated)
→ 107.0	1
> Cc1c2cnn(CC(=O)N3CCN(c4ccc(F)cc4)CC3)c(=O)c2c(C)n1Cc1ccc(F)cc1
→ 106.0	0
> CC(=O)Nc1scc[n+]1Cc1ccccc1
→ 101.0	-0.3
> O=C(NCc1ccccn1)c1ccc2c(c1)N(Cc1ccccc1)C(=O)c1ccccc1S2=O (configuration not stated)
→ 101.0	0.5
> COc1ccc(N2C(=O)CC(N(C(C)=O)c3ccc(OC)cc3)C2=O)cc1 (configuration not stated)
→ 101.0	0
> COc1ccc(N2CC(NC(=O)c3cc4ccccc4o3)CC2=O)cc1 (configuration not stated)
→ 108.0	0.3
> O=C(CCN1C(=O)/C(=C\c2ccco2)SC1=S)N1CCCC1
→ 104.0	0.4
> CN1C(=O)C2C3c4ccccc4C(c4ccccc43)C2C1=O (configuration not stated)
→ 101.0	-0.1
> CC1=CC(C)(C)N(CC(=O)c2ccccc2)c2ccc(C)cc21
→ 100.0	-0.5
> C=CCn1c(C)nnc1SCC(=O)N1CCN(S(=O)(=O)c2ccc3ccccc3c2)CC1
→ 100.0	-0.3
> CCCC1=Nc2cc(C(=O)NCCOC)ccc2Sc2ccccc21
→ 113.0	0.2
> O=S(=O)(N1CCCCC1)N1CCN(c2ccc(F)cc2)CC1
→ 102.0	0
> N#Cc1c(N)nc2sc3c(O)cc(=O)[nH]c3c2c1-c1ccc(Cl)cc1
→ 99.0	-0.1
